Source: PubChem BioAssay (several laboratories)
NOD1 inhibition – NOD1 signaling inhibitors, primary screen, cell-based, luminescence, uHTS (AID 1578); one-dose inhibition, % at 4 µM; EC50 in µM for titrated hits; actives 1% (n = 290,000); NOD1-driven NF-kB luciferase reporter cells, luminescence; higher % means a stronger effect; in the data active means inhibition mostly above about 36%, no sharp cut-off; inactive means mostly below about 34%;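 further: HEK-293T reporter cells stimulated with the NOD1 agonist gamma-tri-DAP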
MT stabilize HCS – microtubule stabilizers in HeLa cells, primary screen, imaging, high-content imaging | HeLa tubulin immunostaining HCS, 24 h; share of cells brighter than vehicle mean+2SD | actives 0.83% (n = 200,000) | % tubulin-high responders, % at 10 µM;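 active means plate Z-score above 3 for both tubulin-high and condensed-nucleus cell shares, with cell loss under 80%, at 10 µM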;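 further: anti alpha tubulin signal scored within the nucleus-defined area of each cell; some results filed as inactive read as strong as hits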
M17LAP inhibition – P. falciparum M17LAP inhibitors, primary screen, biochemical, fluorogenic H-Leu-NHMec substrate, 1536-well (AID 1619). Leucine aminopeptidase (Plasmodium falciparum (isolate 3D7)). recombinant M17LAP, H-Leu-NHMec fluorogenic kinetic assay; higher % means a stronger effect. one-dose inhibition, % at 30 µM; IC50 in µM for titrated hits. actives 0.38% (n = 220,000);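 active means compound inhibiting the enzyme by more than half at any dose during confirmatory dose-response retesting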;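 further: plate controls were full reaction with DMSO carrier for no effect and no enzyme background for full effect; strong numbers were not always called active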
Autophagy HCS – autophagy modulators in MEF cells, primary screen, imaging, high-content, MEF GFP-LC3. MEF GFP-LC3 puncta imaging; test concentration mostly 10 µM. calls only at 10 µM (by protocol). actives 0.98% (n = 190,000);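 active means percentage of spot-positive cells more than 3 SD above its plate mean, without a fluorescence outlier flag or 80% toxicity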;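 further: spot-positive cell cutoff set from DMSO-treated cells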
b-catenin transl – modulators of beta-catenin nuclear translocation, primary screen, imaging, HeLa cells, immunofluorescence, high-content; nuclear translocation activity, % at 5 µM; actives 0.3% (n = 190,000); AID 1665, 2009;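 active means nuclear translocation activity above 50% at 5 µM, with a well cell count of 50 or more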;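 further: per-cell ratio of nuclear to cytoplasmic median beta-catenin stain intensity; plate controls were DMSO negative control for no effect and GSK-3 inhibitor IX positive control for full effect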
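Test system: human HeLa cells, native beta-catenin. Compound dosing: 5 µM primary single dose, 0.1% DMSO, 0.02–20 µM confirmation series. Incubation: compound exposure 24 h at 37°C. Detection: beta-catenin immunostaining with DAPI counterstain, 20x imaging, 6 fields/well. Read-out basis: Nuclear/cytoplasmic beta-catenin signal ratio, % activation.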
NOD2 inhibition – NOD2 signaling inhibitors, cell-based, luminescence, uHTS, HEK293 (AID 1566); HEK293 NOD2/NF-kB luciferase reporter, luminescence; higher % means a stronger effect; actives 0.63% (n = 290,000); inhibition, % at 4 µM; hits with a dose series show EC50 in µM; in the data active means inhibition above about 50%; further: many of its hits are not listed in these tables
Yfh1-off respiration – enhancers of respiration in Yfh1-depleted yeast, dose response, Friedreich's ataxia, plus single-dose screen (AID 1465); S. cerevisiae Yfh1-off respiration, WST-1 reduction, 72 h; higher fold induction means a stronger effect; one-dose fold induction at 50 µM; EC50 in µM for titrated hits; actives 0.074% (n = 220,000);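 active means fold induction of absorbance versus untreated yeast above a set limit, then at least 30% activation at any dose in follow-up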;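 further: activators that raise dye reduction in frataxin-depleted yeast; strong numbers were not always called active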
Dynein transport – inhibitors of GR-EGFP nuclear translocation, primary screen, dynein cargo transport inhibitor project, imaging, high-content, 3617.4 mouse cells; actives 0.47% (n = 220,000); z-score, hits read low; test concentration mostly 20 µM; stimulated with dexamethasone, 1 µM; stronger effect = lower value;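 active means plate z-score of nuclear minus cytoplasmic receptor signal below a set negative limit, without overly bright fluorescence or cell loss, cut at about -3.5 in these data, passing the limit was not always enough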;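 further: z-score of nuclear minus cytoplasmic ring GR-EGFP intensity difference per well; some compounds called inactive have numbers as strong as hits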
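Also added – dexamethasone, 1.0 µM final · Buffer or medium – tet-free, stripped-serum medium · Schedule – induction 48 h, compound 1 h, agonist 30 min · Detection – formaldehyde fixation, Hoechst nuclear stain, 10x automated fluorescence imaging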
Insulin prom up – insulin promoter activators in MIN6 cells, imaging, high-content screening, mouse beta cells; MIN6 insulin promoter-GFP reporter; stronger effect = higher value; z-score at 5 µM; actives 0.3% (n = 190,000); AID 1625, 2009;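 active means z-score above 3 at 5 µM with at least 500 cells counted in the well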
Dynein transport cytoplasmic EGFP – further read-out of Dynein transport, marked with its call; z-score; measured here: cytoplasmic GR-EGFP intensity; stronger effect = higher value
Dynein transport nuclear GR-EGFP – second read-out of Dynein transport, no call of its own (marks repeat the call); z-score; measured here: nuclear GR-EGFP intensity;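 lower value marks the stronger effect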
Dynein transport cell count – recorded beside Dynein transport, whose call it bears; z-score; measured here: cell count per field
Insulin prom up cell count – also measured in Insulin prom up; calls as there; cell count; measured here: cytotoxicity, nuclei count;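 total cells summed across four imaged fields per well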
b-catenin transl cell count 5 µM – also measured in b-catenin transl; calls as there; cell count; measured here: cell count, cytotoxicity flag
MT stabilize HCS Hoechst-high % – further read-out of MT stabilize HCS, marked with its call; % Hoechst-high responders; measured here: nuclear condensation Hoechst responders;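 share of cells brighter than vehicle mean plus two SD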
MT stabilize HCS cytotoxicity % – further read-out of MT stabilize HCS, marked with its call; toxicity, %; measured here: cytotoxicity by cell density;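 0% = mean cell density of plate MIN control wells and 100% = no cells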
Autophagy HCS cell loss 18 h – also measured in Autophagy HCS; calls as there; toxicity, %; measured here: cell loss, nuclei count;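 cell loss after 18 h compound exposure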
An asterisk follows results filed as active; i = inactive; / = not tested or not shown. These rows are one share of the data; count on the stated rates, not on these rows.

The line under a structure holds: NOD1 inhibition	NOD2 inhibition	MT stabilize HCS Hoechst-high %	MT stabilize HCS cytotoxicity %	Insulin prom up	M17LAP inhibition	Autophagy HCS	Dynein transport	Yfh1-off respiration	Dynein transport nuclear GR-EGFP	MT stabilize HCS	Autophagy HCS cell loss 18 h	Dynein transport cytoplasmic EGFP	Insulin prom up cell count	b-catenin transl cell count 5 µM	Dynein transport cell count	b-catenin transl
Cc1ccc(C)c(Nc2ncccc2C(=O)NCc2cccs2)c1
  -25%	-12%	1.2	7.5	0.15	8%	i	0.59	i	0.13	2.6	7	-0.27	1345	862	-0.89	1.5
CC1=CC(C)(C)Nc2ccc(OC(=O)CN3C(=O)c4ccccc4C3=O)cc21
  22%	26%	1.9	7.6	2.3	19%	i	-0.38	i	-0.12	7.1	16	-0.021	1021	467	0.33	3.8
Cn1c(CSc2nc3ccc(Br)cc3[nH]2)nc2ccccc21
  -22%	0%	1.8	9.3	1.3	-14%	i	-0.86	i	-0.5	1.6	-6	-0.2	1057	1200	0.76	-0.3
COCn1c(-c2cccc(Br)c2)nc2ccccc21
  -39%	-26%	2.8	5.4	0.65	-5%	i	0.11	i	0.22	5.7	-19	-0.28	1382	1102	-0.51	-0.3
O=S(=O)(c1ccc(N2CCCC2)cc1)C(F)(F)F
  /	18%	1.6	4.6	0.06	1%	i	-0.21	i	0.27	3.2	1	-0.18	1348	/	-0.75	/
O=C(CN1CCCCCC1)Nc1cccc([N+](=O)[O-])c1
  -31%	-3%	1.5	1.7	0.5	12%	i	0.067	i	0.55	2.5	-10	-0.11	1667	1013	-0.35	-0.3
c1ccc2c(N3CCOCC3)nc(-c3ccncc3)nc2c1
  4%	9%	6.9	12	/	12%	i	0.32	i	0.039	2.3	-4	-0.19	/	394	1.4	-5.5
Cc1ccc(OCC(=O)O/N=C(\N)c2ccccn2)cc1C
  1%	-85%	/	/	0.54	1%	/	0.9	i	1	/	/	-0.2	1032	1377	0.021	-0.1
CCCCc1n(CC(=O)c2ccc(Cl)cc2)c2ccccc2[n+]1C
  -45%	-4%	1.9	5.4	-0.84	-4%	i	0.9	i	0.95	3.2	5	-0.14	1534	1060	-0.92	-1.3
COc1cc(-c2nnc(-c3ccc(S(=O)(=O)c4ccccc4)cc3)o2)cc(OC)c1OC
  16%	4%	5.9	2.5	0.26	1%	i	0.74	i	0.75	4.0	17	-0.37	1105	783	-0.17	-4.3
COc1cccc(CN2CCN(Cc3nc(C(C)C)cs3)CC2CCO)c1 (stereo not given)
  -6%	6%	1.4	5.9	/	-2%	i	-1.1	i	-0.31	1.2	7	-0.071	/	1575	0.52	-0.3
CN=C(NC(=O)Nc1c(C)cccc1C)NC(=O)Nc1c(C)cccc1C
  -19%	4%	3.0	1.6	0.16	-3%	i	-0.69	i	-0.45	2.5	-11	-0.37	1317	1072	1.4	-3.2
CC1CCCC(NC(=O)C2c3ccccc3C(=O)N2Cc2cccs2)C1C (stereo not given)
  8%	-10%	1.8	8.3	-0.35	4%	i	0.075	i	-0.29	3.3	10	-0.27	1360	923	-0.46	-1.3
CCOC(=O)c1sc(=S)n(CC)c1NC(=O)C1CC1
  0%	11%	1.5	7.0	0.35	17%	i	1.1	i	0.84	1.1	-1	-0.2	1226	1262	-0.72	-4.8
Cc1ccccc1N(CC(=O)Nc1ccc(F)cc1)S(C)(=O)=O
  -12%	-13%	1.4	0.9	0.15	12%	i	0.43	i	0.51	3.3	10	-0.13	1396	1137	-0.14	0.7
O=C(O)c1ccccc1/C=N/N1CCN(C2c3ccccc3-c3ccccc32)CC1
  -8%	19%	2.1	2.8	0.69	-2%	i	-0.5	i	-0.35	3.0	6	-0.3	1444	1077	0.38	-1.9
CC(C)CC(=O)Nc1nnc(SCC(=O)Nc2ccc(F)cc2)s1
  -18%	11%	2.1	13	-0.66	-2%	i	0.51	i	0.058	1.7	-5	-0.28	1174	1097	-0.098	-0.7
CN1C(=O)c2cccc(NC(=O)Cc3ccccc3)c2C1=O
  5%	8%	3.8	6.9	0.43	3%	i	0.78	i	0.55	2.8	-3	-0.12	937	/	-0.14	/
Fc1ccc(N/N=C(/c2ccccc2)c2ccccn2)cc1
  -11%	-42%	3.6	6.8	-0.22	-14%	i	-0.28	i	-0.38	3.9	-14	-0.19	1406	1062	0.98	0.1
O=c1cc(-c2ccc(O)cc2)oc2c(C3OCC(O)C(O)C3O)c(O)c(C3OC(CO)C(O)C(O)C3O)c(O)c12 (stereo not given)
  4%	17%	/	/	0.36	23%	/	-2.2	i	-1.1	/	/	0.25	1081	1141	-3.4	0.4
CN(C)c1cnn(-c2ccccc2)c(=O)c1Cl
  -6%	-14%	2.8	3.2	-0.11	11%	i	-0.12	i	-0.4	1.8	-3	-0.32	968	524	0.54	0.7
Cc1cc(Cl)cc(Cl)c1OCCOc1cccc2cccnc12
  -13%	-2%	2.6	10.0	/	-4%	i	-0.29	i	0.052	1.7	-1	-0.14	/	/	0.18	/
COC(=O)C1=C(N)Oc2cc(C)[nH]c(=O)c2C1c1ccccc1OC (stereo not given)
  -4%	19%	/	/	0.1	-8%	/	-1.2	i	-0.41	/	/	-0.14	1035	1308	0.68	-0.3
CCCCOc1ccc(-c2nnc(-c3ccncc3)o2)cc1
  -30%	-68%	3.6	2.0	-0.48	-9%	i	-1.1	i	-0.42	5.0	-5	-0.21	1266	1139	0.63	2.8
CNc1ccc2nnc(C(F)(F)C(F)(F)C(F)(F)F)n2n1
  11%	16%	1.5	7.9	0.02	7%	i	-0.15	i	0.38	2.1	11	-0.23	1469	1065	-0.42	0.5
c1ccc(N2CCOCCOCCOCCOCCOCC2)cc1
  4%	7%	2.0	7.9	-0.14	/	i	-0.59	i	0.11	1.2	-1	-0.15	1450	1050	0.24	2.0
O=C(OCCN1C(=O)CCC1=O)c1ccc(S(=O)(=O)N2CCCCC2)cc1
  0%	17%	2.9	2.8	-0.86	-1%	i	-0.34	i	-0.18	2.2	-7	-0.22	1169	976	1.5	-2.7
CCOC(=O)/C=C/C(=O)Nc1nccs1
  -14%	-9%	2.3	7.4	0.39	10%	i	-0.0068	i	-0.11	3.9	22	-0.24	1304	/	0.63	/
CCCCOC(=O)C1=C(C)Nc2ncnn2C1c1cccc(OC)c1OC (stereo not given)
  -46%	7%	1.3	3.7	0.15	5%	i	2.4	i	1.9	4.4	3	-0.057	1068	930	-2.4	1.3
Cc1cccc(NC(=O)NC(C)C(c2cccs2)N2CCOCC2)c1 (stereo not given)
  -6%	-2%	2.3	7.1	0.87	-5%	i	-0.36	i	0.017	8.5	0	-0.1	2123	1154	-0.36	2.3

Gathered by group, the compounds so far with an aryl thioether with sulfur outside any ring.
The line under a structure holds: NOD1 inhibition	NOD2 inhibition	MT stabilize HCS Hoechst-high %	MT stabilize HCS cytotoxicity %	Insulin prom up	M17LAP inhibition	Autophagy HCS	Dynein transport	Yfh1-off respiration	Dynein transport nuclear GR-EGFP	MT stabilize HCS	Autophagy HCS cell loss 18 h	Dynein transport cytoplasmic EGFP	Insulin prom up cell count	b-catenin transl cell count 5 µM	Dynein transport cell count	b-catenin transl
Cn1c(CSc2nc3ccc(Br)cc3[nH]2)nc2ccccc21
  -22%	0%	1.8	9.3	1.3	-14%	i	-0.86	i	-0.5	1.6	-6	-0.2	1057	1200	0.76	-0.3
CC(C)CC(=O)Nc1nnc(SCC(=O)Nc2ccc(F)cc2)s1
  -18%	11%	2.1	13	-0.66	-2%	i	0.51	i	0.058	1.7	-5	-0.28	1174	1097	-0.098	-0.7

More entries follow:
The line under a structure holds: NOD1 inhibition	NOD2 inhibition	MT stabilize HCS Hoechst-high %	MT stabilize HCS cytotoxicity %	Insulin prom up	M17LAP inhibition	Autophagy HCS	Dynein transport	Yfh1-off respiration	Dynein transport nuclear GR-EGFP	MT stabilize HCS	Autophagy HCS cell loss 18 h	Dynein transport cytoplasmic EGFP	Insulin prom up cell count	b-catenin transl cell count 5 µM	Dynein transport cell count	b-catenin transl
Cc1cccc(N2CCN(Cc3c(C)n(C)n(-c4ccccc4)c3=O)CC2)c1C
  -41%	-21%	2.8	20	-0.2	-1%	i	-0.47	i	0.24	2.1	2	-0.15	1235	1063	-0.19	0.6
Cn1c(N)c(S(=O)(=O)NCc2ccc(Cl)cc2)c(=O)n(C)c1=O
  -30%	12%	2.2	2.7	-0.38	4%	i	0.55	i	-0.32	3.5	2	-0.36	1571	1117	-0.33	-6.3
O=C(CCc1nnc(-c2ccccc2)o1)NCc1cc(F)ccc1F
  -22%	13%	/	/	-0.46	8%	i	-1.1	i	-0.25	/	-6	-0.27	1493	965	0.55	0.7
CCCOC(=O)c1ccc(O)c(OC)c1
  -20%	2%	1.7	3.8	0.07	11%	i	0.52	i	0.29	2.3	2	-0.21	1444	1036	-0.52	-0.1
c1ccc(CSc2nc3ncncc3[nH]2)cc1
  0%	6%	/	/	-0.12	8%	/	-0.016	i	-0.025	/	/	-0.21	1084	1369	0.41	-1.0
COc1ccc(CCNc2ncnc3c2[nH]c2cc(OC)c(OC)cc23)cc1OC
  20%	25%	/	/	-1.2	/	/	-0.47	i	-0.47	/	/	-0.8	1091	1310	-0.024	-0.4
O=C(Cc1ccc(-n2c(=O)c3sccc3n(CC(=O)Nc3ccccc3)c2=O)cc1)NCc1ccco1
  -28%	-11%	0.8	2.6	0.68	20%	i	-0.83	i	-0.032	0.8	2	-0.16	1576	893	0.51	1.6
